# PfHsp90 set2: growth inhibition of PfHsp90-expressing yeast, primary screen, antimalarial PfHsp90 inhibitor project, S. cerevisiae, BacTiter-Glo luminescence, single point, set 2; actives 0.32% (n = 310,000); inhibition, % at 9.4 µM; BacTiter-Glo ATP, 48 h; yeast lacking PDR1 and PDR3 efflux regulators;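 active means every replicate shows inhibition above about 80%, whatever the replicate mean, limit read from the data; inconclusive means mean inhibition reaches the set limit but some replicate falls short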;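 further: 0% = DMSO neutral controls and 100% = 20 µM radicicol positive controls; yeast relying on Plasmodium falciparum Hsp90 in place of its own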
# HTR5A inv ctr: HTR5A inverse agonists in luminescence cell assay, primary screen, counter-screen for OPRM1-OPRD1 heterodimer inverse agonist project, full-deck HTS. 5-hydroxytryptamine receptor 5A (Homo sapiens), P47898. HTR5A cell line, inverse agonism. inhibition, % at 9.3 µM. actives 0.083% (n = 340,000). AID 504634, 2011; in the data active means inhibition mostly above about 23%, no sharp cut-off; inactive means mostly below about 18%;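 further: 0% = cells with DMSO and 100% = no-cell wells with DMSO; some compounds called inactive have numbers as strong as hits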
# Target sequence (P47898 whole entry, looked up): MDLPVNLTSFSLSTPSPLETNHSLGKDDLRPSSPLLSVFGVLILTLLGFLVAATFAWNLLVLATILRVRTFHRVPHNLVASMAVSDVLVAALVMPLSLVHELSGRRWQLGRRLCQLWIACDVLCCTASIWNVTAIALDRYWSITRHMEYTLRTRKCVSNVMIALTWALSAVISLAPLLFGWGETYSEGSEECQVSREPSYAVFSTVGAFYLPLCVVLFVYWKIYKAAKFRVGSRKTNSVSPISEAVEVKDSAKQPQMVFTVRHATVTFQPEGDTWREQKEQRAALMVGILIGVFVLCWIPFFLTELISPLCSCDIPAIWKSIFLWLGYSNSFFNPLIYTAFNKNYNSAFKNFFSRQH
# OPRM1-OPRD1 ag: agonists of OPRM1-OPRD1 heterodimerization, primary screen, cell-based, luminescence. cells. activation, % at 9.3 µM. actives 0.3% (n = 340,000). Mu-type opioid receptor (Homo sapiens) + Delta-type opioid receptor (Homo sapiens), …; in the data active means activation above about 18%;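 further: 0% = vehicle-treated cells and 100% = reference agonist; values of inactives mirror those of a sister screen read the other way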
# AddAB inh: growth inhibition of E. coli expressing H. pylori AddAB, primary screen, AddAB inhibitor project, absorbance | inhibition, % at 11.9 µM | actives 0.29% (n = 330,000) | AID 435030, 2010; in the data active means inhibition above about 12%;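 further: 0% = vehicle wells of infected cells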
# SUMO Mot1 rescue: yeast Mot1-301 growth rescue at high temperature, primary screen, SUMOylation pathway inhibitor project, S. cerevisiae, ATP luminescence, 38.5C; growth rescue, % at 18.8 µM; actives 1% (n = 320,000); S. cerevisiae Mot1-301 growth rescue; percent above DMSO median, 100 means doubled;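 active means every valid replicate shows activation above 250% relative to neutral control wells; inactive means the rest, any valid replicate at or below 250%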;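 further: OY570 slx delta 5 strain wells were the positive control but not used for scaling; some compounds called inactive have numbers as strong as hits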
# PKA-R2B activ: activators of PKA-R2B holoenzyme, primary screen, biochemical, fluorescence polarization, Cy5-IP20, human | PKA-R2B holoenzyme dissociation; R2B truncated from residue 108, S112A mutant; 0% DMSO only, 100% 113 µM cGMP | activation, % at 11.4 µM | actives 0.079% (n = 340,000);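 active means activation above a cutoff set at the mean over all compounds plus 3 SD, cut at about 18% in these data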;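 further: higher means more holoenzyme dissociation and a rise in polarization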
# Target sequence (P31323 whole entry, looked up, other chains not shown, the tested form may be a part): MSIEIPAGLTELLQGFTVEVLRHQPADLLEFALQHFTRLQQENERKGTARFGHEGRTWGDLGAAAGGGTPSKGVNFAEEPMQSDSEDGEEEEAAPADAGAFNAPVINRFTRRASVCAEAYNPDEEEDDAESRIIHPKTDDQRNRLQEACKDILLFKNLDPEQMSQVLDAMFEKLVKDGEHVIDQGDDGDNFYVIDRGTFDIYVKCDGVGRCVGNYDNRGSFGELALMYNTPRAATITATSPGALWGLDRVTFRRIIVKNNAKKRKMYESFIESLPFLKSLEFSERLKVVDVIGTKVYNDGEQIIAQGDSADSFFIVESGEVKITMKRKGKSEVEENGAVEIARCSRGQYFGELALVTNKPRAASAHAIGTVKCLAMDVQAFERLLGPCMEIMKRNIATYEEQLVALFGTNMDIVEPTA
# phage Ecoli inh: growth loss of phage-infected E. coli, primary screen, RecBCD inhibitor project, absorbance, with phage, HTS | actives 0.26% (n = 360,000) | inhibition, % at 11.9 µM | AID 651602, 2012; in the data active means inhibition above about 11%
# MOR-DOR inv ag: inverse agonists of MOR-DOR heterodimerization, primary screen, cell-based, luminescence. Mu-type opioid receptor (Homo sapiens) + Delta-type opioid receptor (Homo sapiens), …. cell-based MOR-DOR heterodimer luminescence, inverse agonism. inhibition, % at 9.3 µM. actives 0.21% (n = 340,000). AID 504357, 2011; in the data active means inhibition above about 22%, passing the limit was not always enough;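 further: 0% = cells with DMSO and 100% = wells without cells with DMSO; values of inactives mirror those of a sister screen read the other way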
# PKA-R1A act: activators of PKA-R1A holoenzyme, primary screen, biochemical, fluorescence polarization, Cy5-IP20, bovine R1A, mouse PKAc | PKA-R1A dissociation; scaled: DMSO 0%, 113 µM cGMP 100% | activation, % at 11.4 µM | actives 0.083% (n = 340,000) | AID 504707, 2011;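 active means percent activation above the mean of all tested compounds plus 3 SD, cut at about 19% in these data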;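 further: higher means more PKAc released from R1A so a rise in polarization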
# Tat export inh: E. coli Tat export inhibitors, primary screen, MC4100, TorA-mCherry reporter, fluorescence, single point; inhibition, % at 10 µM; actives 0.036% (n = 340,000); AID 488895, 2010;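 active means mean replicate inhibition at least 50% and at least half of replicates individually reaching 50%; inconclusive means only one of the two criteria met; inactive means neither criterion met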;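 further: exported cargo escapes ClpAP degradation while cytoplasmic cargo is degraded and loses fluorescence; 0% = median of neutral control wells and 100% = median of NaSCN control wells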
# E coli growth: E. coli V3065 growth inhibition, primary screen, counter-screen for AddAB inhibitor project, absorbance, OD600; 18 h; inhibition, % at 11.9 µM; actives 0.27% (n = 330,000); AID 449728, 2010;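 active means inhibition above the campaign's mean inhibition across all tested compounds plus 3 SD, cut at about 9.9% in these data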;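 further: uninfected addAB+ strain grown without phage in ampicillin broth; 0% = DMSO wells and 100% = ciprofloxacin 0.95 µg/ml wells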
# Active calls of the source: *; ? = inconclusive; / = no result given.
SMILES,PfHsp90 set2,HTR5A inv ctr,OPRM1-OPRD1 ag,AddAB inh,SUMO Mot1 rescue,PKA-R2B activ,phage Ecoli inh,MOR-DOR inv ag,PKA-R1A act,Tat export inh,E coli growth
Cc1ccc(SCC(=O)Nc2cc(S(=O)(=O)N3CCCCC3)ccc2C)cc1,-17,-16,-0.8,1.6,12,4,2.4,4,4,9,-0.3
Cc1nn(C)c2ncc(C(N)=O)c(Oc3cccnc3)c12,-14,18,-3.5,5.3,6,8,-1.0,17,5,-1,0.2
CN1C2CCC1CC(N(CCc1ccccc1)C(=O)c1ccc(Cl)cc1)C2 (stereo not given),-3,-8,2.3,-1.0,1,-15,3.2,-11,6,-14,-0.1
CC(C)CCNC(=O)NC(=O)CSc1nnc(COc2ccccc2Cl)o1,3,5,8.7,1.0,-9,-10,2.4,-47,-11,9,0.2
CSc1nc2ccc(Cl)cc2[nH]1,/,-12,-0.3,1.4,0,9,3.7,1,14,5,2.0
C#CCOCCOCCOCCNc1nc(N2CCN(C(=O)[C@H]([C@@H](C)CC)n3cc(CCCN=C(N)N)nn3)CC2)nc(N2CCN(C(=O)[C@H](Cc3ccc(O)cc3)n3cc(CCO)nn3)CC2)n1,-4,1,-3.4,1.6,-2,5,0.5,20,6,10,-2.8
Cc1cccc(NC(=S)N(CCCN2CCOCC2)Cc2ccco2)c1,11,-14,-1.8,1.2,1,8,0.0,9,1,-4,2.9
Cc1ccc(NC(=O)CSc2ncn(-c3ccccc3)n2)cc1C,/,3,-2.0,6.2,30,-9,-0.9,10,2,-12,2.7
CCc1cc(C(=O)N2CCN(C(=O)c3ccccc3)CC2)sc1C,/,6,-3.5,/,/,1,2.7,18,6,4,/
CN1/C(=C\C(=O)COC(=O)CNC(=O)c2ccccc2F)C(C)(C)c2ccccc21,42,3,-3.1,3.7,-8,5,1.8,14,-2,-8,1.1

# A second format for some results above:
# Sequence of screens – PfHsp90 set2 | HTR5A inv ctr | OPRM1-OPRD1 ag | AddAB inh | SUMO Mot1 rescue | PKA-R2B activ | phage Ecoli inh | MOR-DOR inv ag | PKA-R1A act | Tat export inh | E coli growth
> Cc1cccc(NC(=S)N(CCCN2CCOCC2)Cc2ccco2)c1
    11 | -14 | -1.8 | 1.2 | 1 | 8 | 0.0 | 9 | 1 | -4 | 2.9
> Cc1ccc(NC(=O)CSc2ncn(-c3ccccc3)n2)cc1C
    / | 3 | -2.0 | 6.2 | 30 | -9 | -0.9 | 10 | 2 | -12 | 2.7

# More records:
SMILES,PfHsp90 set2,HTR5A inv ctr,OPRM1-OPRD1 ag,AddAB inh,SUMO Mot1 rescue,PKA-R2B activ,phage Ecoli inh,MOR-DOR inv ag,PKA-R1A act,Tat export inh,E coli growth
CS(=O)(=O)c1ccc(Cl)c(NC(=O)C2CC(=O)N(Cc3ccccc3)C2)c1 (stereo not given),-2,4,-2.8,0.2,194,1,1.4,17,-9,-4,-1.8
O=C1[C@@H]2C(c3cccnc3)=NO[C@@H]2C(=O)N1c1ccc(Cl)cc1Cl,4,-4,-2.3,-0.5,70,-7,1.1,12,-6,-8,0.1
COC(=O)C(CCCCNC(=O)c1ccc([N+](=O)[O-])cc1)NC(=O)c1ccc([N+](=O)[O-])cc1 (stereo not given),-23,0,1.5,2.9,-14,-6,2.6,-8,-5,9,-2.3
O=C(CC1CC2CCC1C2)Nc1nc(-c2ccccn2)cs1 (stereo not given),-33,6,2.4,-4.1,-7,0,-1.7,-13,-17,4,-4.0
O=C(NCc1ccccc1)C1=C[C@@H](c2ccc(C(F)(F)F)cc2)C[C@@H](OCCCCO)O1,-25,-2,-0.1,1.6,-10,-4,3.0,0,-8,9,-0.3
CCN(CC)CCCN(Cc1cc2cc3c(cc2[nH]c1=O)OCO3)C(=S)NCCOC,15,-6,2.2,-2.5,11,-2,-0.4,-10,-2,9,-0.9
COc1cc(C2c3[nH]c4ccccc4c3CC3COC(=O)N32)cc(OC)c1O (stereo not given),17,-3,-0.5,/,/,-3,2.1,2,7,-1,/
CS(=O)(=O)N(CC(=O)NCc1ccccc1)C1CCCCC1,1,14,0.1,-1.4,7,6,2.8,0,-6,-3,-4.9
COc1ccccc1CNC(=O)C1CCN(S(=O)(=O)c2cccc3cccnc23)CC1,8,-2,-2.8,4.2,289,1,-0.3,14,-8,-3,-0.9
O=C1CCC(=O)N1Cc1c(Cl)cccc1Cl,6,-14,-2.9,2.9,2,-6,4.3,19,0,2,1.4
c1ccc(CNCc2ccco2)cc1,-5,9,-0.8,-0.6,-17,5,1.4,4,-4,-4,-0.3
CN(C)C(=O)C1C2NC(=S)N(c3cccc(Cl)c3)C1(C)Oc1ccc(Cl)cc12 (stereo not given),20,9,-3.1,2.6,19,-4,0.8,15,-2,15,-0.3
COC(=O)c1ccc(Nc2c([N+](=O)[O-])ccc3nonc23)cc1,-22,11,1.8,-1.0,16,-1,-0.6,-8,-2,-10,0.5
C/C=C/c1ccc(OCC(=O)N(CCOC)c2c(N)n(CCCC)c(=O)[nH]c2=O)c(OC)c1,/,-8,-0.5,-1.0,329,3,3.8,3,0,-1,2.1
Cc1cccc(NC(=O)c2ccc3c(c2)CCN3S(C)(=O)=O)c1,11,-40,0.7,/,-4,2,1.0,-4,-7,-16,/
CCNC(=O)/C(C#N)=C/c1c(N2CCN(c3ccccc3)CC2)nc2c(C)cccn2c1=O,12,5,-2.0,-1.9,-20,-1,-2.6,9,-13,12,1.2
Cc1ccc2nc(-c3ccccc3)cc(C(=O)N3CCN(c4ccccc4O)CC3)c2c1,-35,6,1.6,-1.4,-13,9,1.9,-10,4,3,-0.3
O=C(CS(=O)c1ccc(C(F)(F)F)cc1[N+](=O)[O-])Oc1ccc(Cl)cc1 (stereo not given),-7,-36,3.8,-1.9,380*,-7,4.0,-19,-1,-6,-1.0
COc1cc(/C=C/C(=O)O)ccc1OCc1ccccc1C#N,-10,-8,-2.4,-2.1,-1,-10,1.6,14,-14,5,-4.4
Cc1ccc(CN2C(=O)c3ccccc3NC2c2ccccn2)cc1 (stereo not given),12,1,-0.4,3.3,3,-16,2.8,2,-8,-6,2.8
O=C(CC(=O)Nc1ccc(F)cc1F)Nc1ccc(F)cc1F,-2,-13,-1.5,0.6,-11,6,0.6,8,11,-4,3.3
COC(=O)C1=C[C@@H](C(=O)OC)C2C3=C(C(=O)C24CCCCC4)[C@H](C)n2c(=O)n(-c4ccccc4)c(=O)n2[C@@H]3C1 (stereo not given in full),-25,-11,-0.4,1.9,2,5,4.8,3,4,3,-2.0
CCc1nc2c(cnn2-c2ccc(F)cc2)c(=O)n1-c1ccc(N2CCC(C)CC2)cc1,12,-11,-1.4,-1.5,-24,4,3.6,7,-5,-4,-2.1
COc1cccc(OCc2cc(C(=O)N3CCN(C)C(c4ccccc4)C3)no2)c1 (stereo not given),?,-10,-2.6,2.0,61,6,/,13,6,1,-0.8
COc1ccccc1CN1CC(C(=O)NCCc2ccc(Cl)cc2)CC1=O (stereo not given),-12,23,-3.1,2.0,2,3,0.0,16,4,0,1.3
COc1ccc(OC)c(S(=O)(=O)N2CCC(NC(=O)c3ccccc3)CC2)c1,-10,-4,-2.1,0.4,-22,0,-0.1,12,-3,1,-2.6
COc1ccc(C(=O)N2CCN(c3cnn(-c4ccccc4)c(=O)c3Cl)CC2)cc1,/,-8,-0.3,-2.5,12,-7,1.2,2,-14,-1,-3.0
CCOC(=O)C1CCCN(C(=O)COc2ccc(S(=O)(=O)N(CC)c3ccccc3)cc2)C1 (stereo not given),/,29,0.2,7.3,556,-8,2.5,-1,-10,-1,2.0
Cc1ccnc(NS(=O)(=O)c2ccc(Oc3ccccc3)cc2)c1,/,0,-1.8,1.0,372,-4,2.8,9,1,-1,2.8
N#CCCN(Cc1ccccc1)C(=O)c1cccs1,-17,7,-1.8,-1.5,2,2,-0.1,9,0,5,-0.7
O=C(Nc1ccccc1)C1=C(c2ccccc2)S(=O)(=O)CCS1(=O)=O,10,15,-0.5,/,/,-2,0.8,2,-2,-6,/
O=C(/C=C\c1ccccc1)Oc1cccc2cccnc12,5,8,1.5,0.7,-15,7,1.1,-7,0,-2,1.9
CC(Cc1cccnc1)NC(=O)c1cc(COc2ccc(F)cc2F)on1 (stereo not given),5,-25,0.1,1.8,9,-3,3.0,-1,-5,2,0.7
COc1ccc(NC(=O)COc2ccccc2C#N)c(S(=O)(=O)N2CCCCC2)c1,0,-3,-2.7,-3.2,157,6,1.2,13,-2,11,-0.7
CC(C)CCn1c(SCCc2ccccc2)nc2c1c(=O)[nH]c(=O)n2C,-20,-11,7.5,3.2,0,6,2.0,-31,-6,3,-1.3
CCOC(=O)c1c(NC(=O)COC(=O)CCNS(=O)(=O)c2ccccc2)sc(C(=O)N(C)C)c1C,-2,14,-1.6,/,/,6,2.8,10,-6,-1,/
CCc1nnc(NC(=O)CN2CCCC(C)C2)s1 (stereo not given),-7,2,-0.8,4.0,9,-8,0.8,5,-3,8,1.4
O=C(Oc1coc(CSc2nnc(NC(=O)c3cccs3)s2)cc1=O)c1ccccc1,-10,11,1.7,0.7,18,-5,2.5,-9,-2,-4,-3.0
CCCN1CCC(=NNC(=O)c2ccc(Br)o2)CC1,-17,-7,0.5,1.7,7,-4,-0.6,-3,-5,0,-0.8
CC1Cc2ccccc2N1C(=O)Cn1c(=O)oc2cc(S(=O)(=O)N3CCCCC3)ccc21 (stereo not given),3,2,-0.3,0.2,46,-13,1.4,2,-5,-1,0.0
Cc1ccc(C(=O)c2ccc([N+](=O)[O-])cc2)c(C)c1,/,-3,8.1,3.3,69,1,0.7,-40,1,-6,-0.6
Cc1ccc(NC(=O)c2cc(-n3cnnc3)ccc2Cl)cc1,/,-22,-3.6,-0.8,-13,-7,2.2,17,2,-1,-0.7
Cc1ccc(CC(=O)N2CCN(C(=O)C3CCCO3)CC2)cc1 (stereo not given),/,23,-2.3,-2.2,-2,2,0.6,12,1,-2,0.2
CCS(=O)(=O)N1CCC(C(=O)NCCN2CCN(Cc3ccccc3)CC2)CC1,/,7,1.7,1.8,-22,0,2.8,-10,-13,-11,-1.2
Cc1cccn2c(=O)nc(SCC(=O)N3CCC(C)CC3)nc12,/,4,-1.0,3.5,-15,1,2.8,6,-1,-1,4.7
CC(CNC(=O)c1cc(Cl)ccc1[N+](=O)[O-])NC(=O)c1cc(Cl)ccc1[N+](=O)[O-] (stereo not given),-39,-4,-1.6,0.8,6,5,0.8,10,-2,1,-0.2
COc1cc(C(=O)Nc2nnc(CC(=O)N3CCOCC3)s2)cc(OC)c1OC,2,6,-1.3,0.3,-1,-3,1.4,7,-5,2,-0.9
